# TRPC4 act: TRPC4 (mouse) channel activation; Q9QUQ5; HEK293 TRPC4beta/mu-opioid, Fluo4 calcium fluorescence; active compounds read high; B-score at 10 µM; actives 0.49% (n = 310,000); AID 2237;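 active = B-score above 5 SD of library B-scores, and initial fluorescence ratio not above library mean plus 5 SD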;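 note: positive B-score marks a calcium rise read as TRPC4 activation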
#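 Assay system: HEK293 cells stably co-expressing mouse TRPC4beta and mu-opioid receptor / Timing: Fluo4 dye loading 45 min at room temperature, 110 s recording / Signal: Fluo4 calcium-sensitive dye fluorescence, kinetic, 1 Hz baseline / Read-out: integrated baseline-normalised fluorescence ratio, converted to per-well B score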
# HDAC3 inhib: human HDAC3 inhibition; recombinant HDAC3, fluorogenic peptide/trypsin coupled, fluorescence; O15379; inhibition, % at 8.3 µM; actives 0.15% (n = 320,000); in the data active = inhibition above about 26%, passing the limit was not always enough; inconclusive = no clear call, values can overlap the other calls
# TRPC4 PAM: allosteric potentiators of mouse TRPC4 channel | HEK293 TRPC4beta/mu-opioid, DAMGO EC20, Fluo-4 Ca2+ flux; active compounds read high | B-score at 10 µM | actives 0.42% (n = 310,000);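 active = B-score of calcium response area above 5 SD of library B-scores, with initial fluorescence ratio within 5 SD of library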;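 note: B-score of integrated fluorescence ratio over time as area under calcium response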
# ANO1 block: mouse TMEM16A channel inhibition, primary screen; Q8BHY3; HEK293 TMEM16A/YFP iodide influx fluorescence, ionomycin; normalized B-score (activity score, 25-100; higher = stronger inhibition) at 10 µM; actives 1.2% (n = 310,000); AID 588511;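 active = ratio plate-corrected score three or more library SD toward inhibition, starting fluorescence score within five deviations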;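 note: score derived from kinetic fluorescence span divided by baseline fluorescence per well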
# Target sequence (Q8BHY3 whole entry, looked up): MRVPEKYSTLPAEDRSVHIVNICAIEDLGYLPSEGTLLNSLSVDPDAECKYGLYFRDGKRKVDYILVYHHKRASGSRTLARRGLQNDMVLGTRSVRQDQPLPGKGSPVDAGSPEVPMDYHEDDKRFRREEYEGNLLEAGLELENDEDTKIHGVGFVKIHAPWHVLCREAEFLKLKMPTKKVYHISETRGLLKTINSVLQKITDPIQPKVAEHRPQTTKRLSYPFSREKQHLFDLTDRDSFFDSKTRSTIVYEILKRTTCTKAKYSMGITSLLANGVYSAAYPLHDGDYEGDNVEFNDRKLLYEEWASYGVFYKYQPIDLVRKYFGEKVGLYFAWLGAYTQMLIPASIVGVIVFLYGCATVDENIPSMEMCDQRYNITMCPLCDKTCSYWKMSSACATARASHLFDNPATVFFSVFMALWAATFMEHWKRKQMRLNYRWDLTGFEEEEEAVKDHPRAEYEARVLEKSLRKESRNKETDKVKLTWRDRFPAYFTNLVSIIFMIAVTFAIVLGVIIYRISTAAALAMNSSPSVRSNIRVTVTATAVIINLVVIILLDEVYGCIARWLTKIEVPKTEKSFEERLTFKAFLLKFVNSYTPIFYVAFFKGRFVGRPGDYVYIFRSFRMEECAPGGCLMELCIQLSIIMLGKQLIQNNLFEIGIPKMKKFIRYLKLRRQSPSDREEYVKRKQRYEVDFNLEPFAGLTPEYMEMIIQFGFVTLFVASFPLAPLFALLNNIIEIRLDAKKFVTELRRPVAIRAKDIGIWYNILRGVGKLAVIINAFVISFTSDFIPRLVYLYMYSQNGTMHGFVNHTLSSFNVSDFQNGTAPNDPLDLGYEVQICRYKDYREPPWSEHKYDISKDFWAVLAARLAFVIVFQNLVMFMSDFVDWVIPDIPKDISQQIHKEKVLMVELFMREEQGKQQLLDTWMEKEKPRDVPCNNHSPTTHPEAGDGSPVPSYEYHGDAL
# DYRK1A inh: blocks rat Dyrk1A kinase activity | actives 0.43% (n = 310,000) | ADP-Glo luminescence, NFATc1 peptide | Q63470 | inhibition, % at 12.5 µM; in the data active = inhibition above about 50%;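 note: plate controls were vehicle with enzyme for no effect and no enzyme for full effect; many of its hits are not listed in these tables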
# KCNK3 block: human KCNK3 channel inhibition, primary screen | CHO-KCNK3 thallium flux, FluxOR fluorescence; active compounds read low | B-score at 10 µM | actives 0.84% (n = 340,000) | O14649;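 active = B-score under library mean minus 4 SD, starting fluorescence ratio at most library mean plus 5 SD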;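 note: more negative B-score means stronger inhibition of thallium flux through KCNK3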
# hERG protect: shields human hERG channel from block by proarrhythmic agents | activation (rescue from dofetilide block), less the hit threshold, % at 10 µM | actives 0.51% (n = 310,000) | Q12809 | CHO-hERG, FluxOR thallium flux, dofetilide IC70 present;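 active = activation above the mean of controls blocked by dofetilide plus 5 SD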;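 note: thallium influx through hERG after potassium depolarization seen as dye fluorescence rise; in these data hits start at about 4.7%; inactives centre near -7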
# KCNQ1 block: human KCNQ1 channel inhibition; actives 1.3% (n = 310,000); P51787; B-score at 10 µM; CHO-K1 KCNQ1, FluxOR thallium flux fluorescence; active compounds read high;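 active = compounds whose thallium flux B-score, printed positive for inhibition, exceeds three library SD while starting fluorescence stays within three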;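 note: channel opened by potassium depolarization with thallium stimulus after 20 min compound exposure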
# ANO1 activ: mouse TMEM16A channel activation, primary screen; actives 0.3% (n = 340,000); AID 623877; B-score at 10 µM; HEK293 TMEM16A/YFP-H148Q/I152L, iodide quench fluorescence; active compounds read low; Q8BHY3;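 active = fluorescence-ratio B-score plate-corrected deviation score at least 3 library SD below zero, with starting fluorescence score within 5 deviations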;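 note: channel opened by trigger with iodide after compound preincubation; score built on the fluorescence ratio of max minus min over baseline; more negative score means more quench and so TMEM16A activation or potentiation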
# KCNK9 block: inhibitors of human KCNK9 two-pore domain potassium channel | HEK293 KCNK9, FluxOR thallium flux fluorescence; active compounds read low | Q9NPC2 | B-score at 10 µM | actives 1.2% (n = 310,000);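 active = ratio B-score over 3 SD below the library mean, with starting fluorescence within 5 SD of its mean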;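 note: negative B-score means less thallium flux so channel inhibition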
# KCNQ1 act: potentiates or activates the human KCNQ1 potassium channel. P51787. CHO-K1 KCNQ1, thallium flux FluxOR fluorescence; active compounds read high. B-score at 10 µM. actives 0.35% (n = 310,000). AID 2648;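 active = fluorescence ratio B-score, a plate-corrected score, at least three library SD, with initial intensity B-score within 5 SD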
#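 Test system: CHO-K1 cells stably expressing KCNQ1 / Medium: assay buffer / Also added: depolarizing K+/Tl+ stimulus, K2SO4 and Tl2SO4 each 12.5 mM in 5x stock / Incubation: 90 min dye loading and 20 min compound exposure, both at room temperature / Signal: thallium influx via FluxOR fluorescence, kinetic imaging / Evaluation: B score of baseline-normalized fluorescence ratio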
# Numbers without * were called inactive; i = inactive; ? = inconclusive; · = not tested or not shown.
SMILES,TRPC4 act,HDAC3 inhib,TRPC4 PAM,ANO1 block,DYRK1A inh,KCNK3 block,hERG protect,KCNQ1 block,ANO1 activ,KCNK9 block,KCNQ1 act
CCCOc1ccccc1C1C(C(=O)OC)=CN(C(C)C)C=C1C(=O)OC,i,-46,i,i,4,i,-5,i,i,i,i
CCN(C(=O)COC(=O)c1cc(S(=O)(=O)N(C)C)ccc1Cl)C1CCS(=O)(=O)C1 (centres undefined),i,3,i,i,5,i,-14,i,i,i,i
COc1ccc(CCNC(=O)COC(=O)c2cnc(C)cn2)cc1,i,-4,i,i,1,i,-9,i,i,i,i
COc1ccccc1N1CCN(C(CNC(=O)c2ccco2)c2cccnc2)CC1 (centres undefined),i,0,i,i,-5,i,-17,i,i,i,i
O=C(C1=C[C@@H]2[C@H]3C(=O)N(c4cccc(Cl)c4)C(=O)[C@H]3[C@@H](C(=O)c3ccc(Cl)cc3)N2C=C1)c1ccccc1,i,-6,i,i,-1,i,-6,i,i,i,i
Cc1ccnc(NC(=O)c2ccc(Cl)c(NC(=O)C(C)Oc3ccccc3)c2)c1 (centres undefined),i,2,i,i,-4,i,-7,i,i,i,i
Cn1cccc1CC(=O)NNC(=O)Nc1cccc(Cl)c1,i,-2,i,i,-4,i,-4,i,i,i,i
O=C(c1cccc(S(=O)(=O)Nc2ccccc2F)c1)N1CCN(c2ccccc2F)CC1,i,-3,i,i,0,i,-6,i,i,i,i
CC(C)(C#N)Cc1cc(CC(C)(C)C#N)cc(C(C)(C)C)c1,i,7,i,i,3,i,-4,i,i,i,i
COc1ccccc1CNC(=O)CCCNC(=O)c1ccc(Cl)cc1,i,4,i,i,-4,i,-7,i,i,i,i
CCC1CCc2sc(C(=O)NCc3ccccn3)cc2C1 (centres undefined),i,8,i,i,8,i,-10,i,i,i,i
O=C(O)c1ccccc1OCC1CCCO1 (centres undefined),i,-3,i,i,1,i,-4,i,i,i,i
COc1ccc(CNC(=O)Nc2cccc(Cl)c2)cc1,i,5,i,i,6,i,-11,i,i,i,i
CCC(=O)Nc1c(-c2ccc(OC)cc2)c(=O)c2ccccc2n1C,i,-9,i,i,-3,i,-13,i,i,i,i
N#Cc1cnc(Nc2nc3ccccc3o2)nc1-c1ccccc1,i,-4,i,i,-2,i,0,i,i,i,i
Cc1[nH]c2ccccc2c1SCC(=O)N1CCCc2ccccc21,i,3,i,i,1,i,-24,6*,i,i,i
CCC(C)Nc1nc(N)c([N+](=O)[O-])c(N2CCCCCC2)n1 (centres undefined),i,6,i,i,22,i,-6,i,i,i,i
COc1cccc(CN(C)C(=O)c2ccc3c(=O)n4c(nc3c2)CCC4)c1,i,7,i,i,-11,i,-12,i,i,i,i
CC(=O)N1CCN(c2ccc(NC(=O)c3ccc(Cl)c([N+](=O)[O-])c3)cc2)CC1,i,5,i,i,-1,i,-5,i,i,i,i
Cc1nn2c(=S)[nH]nc2[nH]c1=O,i,14,i,i,0,i,-4,i,i,i,i

# 2 of these compounds in a different format:
> COc1cccc(CN(C)C(=O)c2ccc3c(=O)n4c(nc3c2)CCC4)c1
  TRPC4 act: i; HDAC3 inhib: 7; TRPC4 PAM: i; ANO1 block: i; DYRK1A inh: -11; KCNK3 block: i; hERG protect: -12; KCNQ1 block: i; ANO1 activ: i; KCNK9 block: i; KCNQ1 act: i

> Cn1cccc1CC(=O)NNC(=O)Nc1cccc(Cl)c1
  TRPC4 act: i; HDAC3 inhib: -2; TRPC4 PAM: i; ANO1 block: i; DYRK1A inh: -4; KCNK3 block: i; hERG protect: -4; KCNQ1 block: i; ANO1 activ: i; KCNK9 block: i; KCNQ1 act: i

# Further structures follow:
SMILES,TRPC4 act,HDAC3 inhib,TRPC4 PAM,ANO1 block,DYRK1A inh,KCNK3 block,hERG protect,KCNQ1 block,ANO1 activ,KCNK9 block,KCNQ1 act
COc1ccc(N2C(=O)C3CCCN3C2c2cc(OC)c(OC)cc2OC)cc1 (centres undefined),i,6,i,i,6,i,-6,i,i,i,i
O=C(Oc1ccccc1)c1cc2ccccc2oc1=O,i,-2,i,i,·,i,-7,i,i,i,i
CCOC(=O)C1(CCOc2ccccc2)CCN(S(=O)(=O)N(C)C)CC1,i,4,i,i,3,i,-3,i,i,i,i
CCN1CCN(C(=O)C2CCN(S(=O)(=O)c3ccc(SC)cc3)CC2)CC1,i,-10,i,i,-6,i,-4,i,i,i,i
Cc1cc(C)n(-c2nc3c(c(=O)[nH]c(=O)n3C)n2CC(O)COc2ccccc2)n1 (centres undefined),i,-4,i,i,0,i,-11,i,i,i,i
CC(C)Cn1c(SCC(=O)Nc2cccc(S(N)(=O)=O)c2)nc2ccccc2c1=O,i,-2,i,i,·,i,-13,i,i,i,i
Cc1ccc(C)c(-n2c(SCC(=O)O)nc3sc4c(c3c2=O)CCCC4)c1,i,0,i,i,6,i,-14,i,i,i,i
CC(C)c1nnc(NC(=O)CCC(=O)N2CCN(Cc3ccccc3)CC2)s1,i,?,12*,i,16,i,-3,i,i,i,i
CCc1ccc2[nH]c(=O)c(C(c3nnnn3CC3CCCO3)N3CCN4CCCC4C3)cc2c1 (centres undefined),i,0,i,i,-2,i,-4,i,i,i,i
O=CNCCCc1nc2ccccc2n1Cc1ccccc1,i,-1,i,i,-1,i,-9,i,i,i,i
O=C(CSc1nc(-c2ccccc2)c(-c2ccccc2)[nH]1)N1CCN(S(=O)(=O)c2ccccc2)CC1,i,1,i,i,-7,i,-18,i,i,i,i
O=C(CS(=O)c1ccccc1[N+](=O)[O-])Oc1ccc(Br)cc1 (centres undefined),i,0,i,i,0,i,-10,i,i,i,i
Cc1ccc(C(=O)C(OC(=O)CN2C(=O)c3ccccc3C2=O)c2ccccc2)cc1 (centres undefined),i,?,i,i,-1,i,-10,i,i,i,i
O=C(NCc1ccc2c(c1)OCO2)c1ccc(S(=O)(=O)N2CCCCC2)cc1,i,4,i,i,-2,i,-4,i,i,i,i
O=C(CSc1nc(NS(=O)(=O)c2ccccc2)cc(=O)[nH]1)Nc1cccc(C(F)(F)F)c1,i,·,i,·,-5,i,-7,i,i,i,i
COc1ccc(-c2cc(C(F)F)n3ncc(C(=O)N4CCCCC4)c3n2)cc1,i,-7,i,i,5,i,-2,i,i,i,i
Cc1cccc(C(=O)O/N=C(\N)c2ccc(Br)cc2)c1,i,1,i,i,-4,i,-10,i,i,i,i
O=C(CN1CCCC1)N1CCCc2c1c(=O)oc1ccc(OCc3ccccc3)cc21,i,-4,i,i,8,i,-19,i,i,i,i
O=C(NCCN1CCCC1)C1CCN(S(=O)(=O)N2CCC3(CC2)OCCO3)CC1,i,1,i,i,4,i,-12,i,i,i,i
O=C(CCNC(=O)c1ccc(Br)cc1)NCCCSc1ccccc1,i,0,i,i,23,i,-4,i,i,i,i
Cc1ccc2oc(=O)cc(CN3CCN(Cc4ccccc4)CC3)c2c1,i,3,i,i,3,i,-7,i,i,i,i
C/C=C(\C)C(=O)NCCN1C2=NC[C@H](C(C)C)N2C[C@H]1Cc1ccc(O)cc1,i,0,i,i,3,i,-7,i,i,i,i
COc1cc(NC(=O)COC(=O)c2ccc(C)c(S(=O)(=O)N3CCCCC3)c2)c(C)cc1[N+](=O)[O-],i,1,i,i,9,i,-7,i,i,i,i
Cc1ccccc1C(=O)Nc1nnc(-c2ccc(F)cc2)o1,i,-3,i,i,-2,i,-9,i,i,i,i
COc1ccc(CCCc2nnc(SCc3nc4ccccc4c(=O)[nH]3)n2C)cc1C,i,12,i,i,0,i,-5,i,i,i,i
O=C(CSc1nnc(-c2ccco2)n1Cc1ccccc1)OC1CCCCC1,i,6,i,i,5,i,-12,i,i,i,i
Cc1nnc(NC(=O)CCC(=O)NCc2cccs2)s1,i,1,i,i,-8,i,-8,i,i,i,i
CC(=O)Nc1cc2cc(NS(=O)(=O)c3ccc(Cl)cc3)ccc2oc1=O,i,-3,i,i,-5,i,-6,i,i,i,i
CCn1c(=O)n(CC)c2cc(S(=O)(=O)N3CCc4ccccc43)ccc21,i,3,i,i,8,i,-17,i,i,i,i
COC(=O)Cc1ccc(NC(=S)NCCCN2CCOCC2)cc1,i,0,i,i,6,i,-6,i,i,i,i
CC(C)NC(=O)CSc1nc2ccccc2n1-c1ccccc1,i,5,i,i,-6,i,-12,i,i,i,i
COc1nc(N/N=C/c2cc3c(cc2Br)OCO3)nc(N2CCOCC2)n1,i,4,i,i,11,i,-14,i,i,i,i
CC(C)CCOC(=O)C1C2C=CC3(CN(Cc4cccs4)C(=O)C13)O2 (centres undefined),i,1,i,i,1,i,-5,i,i,i,i
COc1cccc(/C=C/C(=O)OCC(=O)c2ccc3c(c2)NC(=O)CO3)c1OC,i,4,i,i,6,i,-12,i,i,i,i
O=P(O)(O)c1ccccc1OCc1ccccc1,i,·,i,i,-2,i,-2,i,i,i,i
CCN(CC)C(=O)c1oc2ccc(S(=O)(=O)N3CC(C)CC(C)C3)cc2c1C (centres undefined),i,3,i,i,0,i,-14,i,i,i,i
O=C(NC(Cc1ccccc1)C(=O)O)/C(=C\c1cccc([N+](=O)[O-])c1)NC(=O)c1ccco1 (centres undefined),i,7,i,i,8,i,-6,i,i,i,i
COc1ccc(S(=O)(=O)ON=C2CC(C)(C)N(C(C)=O)C(C)(C)C2)cc1,i,0,i,i,3,i,-6,i,i,i,i
CC1(C)CC(=O)C(C=NCCN2CCN(C(=S)Nc3ccc(F)cc3)CC2)=C(O)C1,i,1,i,i,5,i,-8,i,i,i,i
Cc1cc(C(=O)Nc2ccc(C(=O)O)cc2)c(C)o1,i,3,i,i,4,i,-8,i,i,i,i
N#Cc1cccc(NC(=O)CN2C(=O)NC(Cc3ccccc3)C2=O)c1 (centres undefined),i,-3,i,i,4,i,-5,i,i,i,i
Cc1ccc(NC(=O)CSc2nnc(CNC(=O)c3ccco3)n2C)cc1,i,-2,i,i,-2,i,1,i,i,i,i
CCN1CCCC1CNC(=O)c1c(O)c2c([nH]c1=O)CCCC2 (centres undefined),i,1,i,i,-2,i,-7,i,i,i,i
O=C(Cc1ccon1)c1ccc(O)cc1O,i,0,i,i,0,i,-6,i,i,i,i
Cc1sc(NC(=O)c2ccccc2)c(C(=O)NCCN(C)C)c1C,148*,1,i,i,4,i,-10,i,i,i,i
Oc1ccccc1-c1nc(NCc2ccccc2)c2ccccc2n1,i,12,i,i,0,i,-1,i,i,i,i
O=C(CN1C(=O)c2ccccc2C1=O)NCc1ccc(C(=O)O)cc1,i,1,i,i,-7,i,-2,i,i,i,i

# From PubChem BioAssay

# An excerpt; the hit share may differ from the screen's.
